# Source: PubChem (Sanford-Burnham Center for Chemical Genomics)
# Gli-Sufu block: blocks Gli-Sufu signaling in a luciferase reporter. Sufu-KO-LIGHT fibroblasts, Gli luciferase reporter luminescence. inhibition, % at 5 µM. actives 0.74% (n = 340,000). AID 588413;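 active = inhibition above about 55%, limit read from the data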;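 also: 0% = DMSO-treated cells and 100% = wells with medium but no cells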
# APJ antagonist: APJ receptor antagonism. P35414. CHO-K1 APJ beta-arrestin complementation, luminescence. inhibition, % at 20 µM. actives 0.32% (n = 330,000). AID 2521;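 active = inhibition above about 40% at 20 µM, limit read from the data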;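 also: cells challenged with 10 nM apelin-13 agonist together with compound; plate controls were apelin-13 plus DMSO wells for no effect and DMSO wells lacking apelin-13 for full effect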
# Target sequence (P35414 whole entry, looked up): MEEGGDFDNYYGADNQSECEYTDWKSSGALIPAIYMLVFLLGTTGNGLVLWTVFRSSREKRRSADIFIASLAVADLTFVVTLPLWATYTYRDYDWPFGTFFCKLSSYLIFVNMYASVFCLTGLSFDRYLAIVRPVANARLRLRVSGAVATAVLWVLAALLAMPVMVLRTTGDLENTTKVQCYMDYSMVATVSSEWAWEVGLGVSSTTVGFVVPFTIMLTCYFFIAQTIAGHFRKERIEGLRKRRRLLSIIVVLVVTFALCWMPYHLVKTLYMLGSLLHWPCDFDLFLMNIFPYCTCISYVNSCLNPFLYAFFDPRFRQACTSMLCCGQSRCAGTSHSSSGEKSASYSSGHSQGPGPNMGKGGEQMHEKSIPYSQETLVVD
# CCR6 antag: CCR6 (human) receptor antagonism; CHO-K1 CCR6 PathHunter beta-arrestin, luminescence, CCL20-stimulated; actives 0.49% (n = 340,000); P51684; inhibition, % at 20 µM;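 active = compounds whose inhibition of the agonist-driven luminescence signal at 20 µM reaches about 50%, limit read from the data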;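 also: cells stimulated with CCL20 at 14 nM final; plate controls were DMSO with CCL20 for no effect and DMSO without agonist for full effect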
# Target sequence (P51684 whole entry, looked up): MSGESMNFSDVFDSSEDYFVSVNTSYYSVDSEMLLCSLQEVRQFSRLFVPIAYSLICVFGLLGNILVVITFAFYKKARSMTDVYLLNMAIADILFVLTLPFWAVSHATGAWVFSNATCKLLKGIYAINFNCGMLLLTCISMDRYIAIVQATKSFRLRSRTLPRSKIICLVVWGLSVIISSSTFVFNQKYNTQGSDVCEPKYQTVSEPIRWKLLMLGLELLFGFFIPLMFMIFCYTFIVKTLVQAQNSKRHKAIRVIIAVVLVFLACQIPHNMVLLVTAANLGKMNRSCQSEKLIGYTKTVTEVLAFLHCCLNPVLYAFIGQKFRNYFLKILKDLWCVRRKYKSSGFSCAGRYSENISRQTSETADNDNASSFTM
# APJ ag: APJ receptor agonism. P35414. CHO-K1 APJ PathHunter beta-arrestin, luminescence; 0% DMSO wells, 100% apelin. activation, % at 20 µM. actives 0.11% (n = 330,000);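 active = activation more than six SD over the plate average, tested at 20 µM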;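 also: 0% = DMSO alone and 100% = apelin-13 at 10 nM; some results filed as inactive read as strong as hits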
#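 Test system – PathHunter CHO-K1 APJ (AGTRL-1) beta-arrestin reporter cells · Input – 1000 cells/well · Compound – single test compound dose, 20 µM final, 1% DMSO · Times – compound stimulation 90 min at 25 °C, detection 60 min · Technique – beta-gal luminescence · Read-out basis – APJ–arrestin association signal · Control set – negative DMSO alone, positive Apelin-13 at 10 nM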
# UBC13 polyUb: inhibitors of human UBC13 polyubiquitin chain formation; P61088; TR-FRET; inhibition, % at 20 µM; actives 0.47% (n = 330,000); AID 485273; in the data active = inhibition above about 45%, passing the limit was not always enough
# EBI2 block: EBI2 (human) antagonism; EBI2 beta-arrestin recruitment, luminescence, 7a,25-OHC stimulated; inhibition, % at 5 µM; actives 0.81% (n = 360,000); AID 651636; in the data active = inhibition above about 38%;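 also: enzyme fragment complementation signal reports receptor beta-arrestin coupling in cells; 0% = agonist plus DMSO wells and 100% = wells without agonist; some results beyond the cut were filed as inactive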
# CXCR6 inh: inhibitors of human CXCR6 receptor | O00574 | CHO-K1 PathHunter CXCR6 beta-arrestin, luminescence | inhibition, % at 20 µM | actives 0.36% (n = 360,000); in the data active = inhibition above about 34%, passing the limit was not always enough;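 also: antagonist mode with CXCL16 agonist at 10 nM final; 0% = 10 nM CXCL16 with DMSO and 100% = unstimulated wells without agonist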
# Target sequence (O00574 whole entry, looked up): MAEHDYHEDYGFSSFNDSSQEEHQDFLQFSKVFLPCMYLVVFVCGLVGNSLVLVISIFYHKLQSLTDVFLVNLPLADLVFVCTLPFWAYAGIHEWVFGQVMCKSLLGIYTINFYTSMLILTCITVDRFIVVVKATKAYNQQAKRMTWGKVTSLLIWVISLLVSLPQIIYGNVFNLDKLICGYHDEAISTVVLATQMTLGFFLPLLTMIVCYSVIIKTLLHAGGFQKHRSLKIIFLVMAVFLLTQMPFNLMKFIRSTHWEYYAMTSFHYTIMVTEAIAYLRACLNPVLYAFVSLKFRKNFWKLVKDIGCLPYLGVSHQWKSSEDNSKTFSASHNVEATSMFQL
# ATG4B inhibitor: ATG4B (human) cysteine protease inhibition; inhibition, % at 8.33 µM; actives 0.51% (n = 340,000); ATG4B cleavage of LC3-PLA2, NBD-HPC fluorescence, 1 h; Q9Y4P1; in the data active = inhibition above about 40%
# Numbers without * were called inactive; · = not tested or not shown.
# Keys: A = Gli-Sufu block; B = APJ antagonist; C = CCR6 antag; D = APJ ag; E = UBC13 polyUb; F = EBI2 block; G = CXCR6 inh; H = ATG4B inhibitor
> COc1cccc(C2CC(c3ccc(C)cc3)n3ncnc3N2)c1 (stereo unspecified)
  A = 8.4; B = 10.7; C = 5.0; D = -3.1; E = 8.0; F = -0.5; G = -8.9; H = -2.2
> Cc1cccc(CS(=O)(=O)c2ncc(CO)n2C)c1
  A = 17.6; B = -23.2; C = -3.2; D = -3.8; E = 1.6; F = -10.2; G = -9.6; H = 3.8
> CC(=O)Nc1ccc(NC(=O)c2ccccc2N(C)S(=O)(=O)c2ccc(C)cc2)cc1
  A = 17.9; B = 14.8; C = -3.2; D = -2.7; E = 6.6; F = -1.1; G = 4.5; H = -9.8
> CC(C)C(C(=O)NCC1CCCO1)N(C(=O)CNS(=O)(=O)c1ccccc1)C1CCCCC1 (stereo unspecified)
  A = -0.7; B = 10.2; C = 2.7; D = 1.7; E = -4.1; F = -0.5; G = 0.0; H = -4.2
> O=C(NCCc1ccccc1)C1CCC(Cn2c(=O)c3ccccc3n(Cc3cccc(F)c3)c2=O)CC1 (stereo unspecified)
  A = 9.5; B = 9.8; C = 5.8; D = -2.8; E = 9.6; F = 61.1*; G = 8.6; H = 1.7
> COCc1ccc(C(=O)N2CCCC(Nc3ccc4c(c3)OCCO4)C2)o1 (stereo unspecified)
  A = 1.4; B = 11.7; C = 14.2; D = 2.0; E = -1.8; F = 6.7; G = -4.6; H = -5.1
> COc1cc(/C=N/Nc2nc(=O)[nH]nc2C)cc(OC)c1O
  A = 3.4; B = -33.3; C = -3.2; D = -3.1; E = -20.5; F = -14.4; G = 3.4; H = -3.1
> CC(C)COc1ccc(C(=O)N/N=C/c2ccoc2)cc1
  A = -30.6; B = 2.4; C = 8.7; D = 8.3; E = -7.6; F = 13.8; G = -6.1; H = 4.5
> CCCC1(C)SC(NC(C)=O)=NN1C(C)=O (stereo unspecified)
  A = 1.7; B = 3.9; C = -3.4; D = -2.9; E = -6.8; F = -8.8; G = -0.8; H = -2.5
> CC(C)(C)OC(=O)N1CCC(c2c(C(=O)N3CCN(C(=O)c4ccco4)CC3)cnn2-c2cccc(Cl)c2)CC1
  A = -7.0; B = 17.9; C = 16.1; D = -1.9; E = -2.9; F = -4.0; G = 1.5; H = -10.4
> C=CCNc1nc(NCCN2CCOCC2)nc(N2CCOCC2)n1
  A = -6.5; B = 5.4; C = 5.9; D = -0.6; E = -4.2; F = -2.4; G = -7.4; H = -10.2
> COc1ccc(NS(=O)(=O)c2cc(NC(=O)CCNC(=O)c3ccco3)ccc2OC)cc1
  A = -1.8; B = 17.3; C = 7.2; D = -1.9; E = -3.8; F = 4.9; G = -9.2; H = 4.1
> O=C(NC(=S)Nc1ccccc1F)c1ccc(Br)o1
  A = -41.5; B = 17.8; C = 44.7; D = -7.0; E = -12.5; F = 7.6; G = 18.9; H = 6.2
> O=C(C1CN(S(=O)(=O)c2ccccc2)CCN1S(=O)(=O)c1ccccc1)N1CCCCCC1 (stereo unspecified)
  A = 2.2; B = 1.1; C = -11.4; D = -1.5; E = 8.3; F = 0.1; G = 1.3; H = -3.8
> Cc1ccc(S(=O)(=O)Nc2c(C(=O)O)[nH]c3ccccc23)cc1C
  A = -11.0; B = -16.6; C = 8.7; D = 2.9; E = -4.1; F = 4.6; G = -1.6; H = -2.3

# Compounds shown so far with four or more nitrogen atoms (4):
# Keys: A = Gli-Sufu block; B = APJ antagonist; C = CCR6 antag; D = APJ ag; E = UBC13 polyUb; F = EBI2 block; G = CXCR6 inh; H = ATG4B inhibitor
> COc1cccc(C2CC(c3ccc(C)cc3)n3ncnc3N2)c1 (stereo unspecified)
  A = 8.4; B = 10.7; C = 5.0; D = -3.1; E = 8.0; F = -0.5; G = -8.9; H = -2.2
> COc1cc(/C=N/Nc2nc(=O)[nH]nc2C)cc(OC)c1O
  A = 3.4; B = -33.3; C = -3.2; D = -3.1; E = -20.5; F = -14.4; G = 3.4; H = -3.1
> CC(C)(C)OC(=O)N1CCC(c2c(C(=O)N3CCN(C(=O)c4ccco4)CC3)cnn2-c2cccc(Cl)c2)CC1
  A = -7.0; B = 17.9; C = 16.1; D = -1.9; E = -2.9; F = -4.0; G = 1.5; H = -10.4
> C=CCNc1nc(NCCN2CCOCC2)nc(N2CCOCC2)n1
  A = -6.5; B = 5.4; C = 5.9; D = -0.6; E = -4.2; F = -2.4; G = -7.4; H = -10.2

# The list continues:
# Keys: A = Gli-Sufu block; B = APJ antagonist; C = CCR6 antag; D = APJ ag; E = UBC13 polyUb; F = EBI2 block; G = CXCR6 inh; H = ATG4B inhibitor
> COc1cc(C(=O)NC2CCN(CC(=O)NC3CCCCC3C)CC2)cc(OC)c1OC (stereo unspecified)
  A = 18.7; B = 11.8; C = 10.1; D = -3.3; E = -1.6; F = 2.4; G = 2.3; H = -9.2
> COc1ccc(C(=O)NCC(=O)OCC(=O)NC(=O)NC2CCCCC2)cc1OC
  A = 1.9; B = -4.8; C = 2.5; D = 0.7; E = 5.7; F = -3.8; G = 1.6; H = -6.9
> C=C1C2(C(=O)Nc3ccc(SC(F)F)cc3)CCC(C2)C1(C)C (stereo unspecified)
  A = -1.0; B = 3.0; C = 7.4; D = 0.4; E = 14.2; F = 41.8; G = -1.7; H = 1.1
> CCOc1ccc(NC(=O)c2cc(C)nc3ccccc23)cc1
  A = -3.2; B = -3.0; C = 4.2; D = -9.5; E = -3.6; F = -1.3; G = 1.1; H = -2.9
> Cc1ccc(Nc2nc(N)nc(CSc3nc4ccccc4s3)n2)cc1
  A = -5.6; B = -5.2; C = 8.2; D = -3.0; E = 11.4; F = 21.3; G = -16.0; H = 5.4
> CCN(CC)S(=O)(=O)c1ccc(C)c(NC(=O)CN(C)C)c1
  A = 11.8; B = 16.7; C = 6.9; D = -2.8; E = -0.4; F = -25.0; G = -5.8; H = 1.6
> COCC1CCN(Cc2nc(-c3ccc4c(c3)OCO4)no2)C1 (stereo unspecified)
  A = -20.4; B = -26.1; C = -0.2; D = -3.9; E = 3.2; F = -0.9; G = -3.0; H = -0.5
> Cn1c(CCN2CCN(c3ccccn3)CC2)nc2cc(NC(=O)COc3ccc(Cl)cc3)ccc21
  A = 61.1*; B = 3.2; C = 7.3; D = -2.2; E = 7.8; F = 23.2; G = -14.2; H = -19.2
> CC(C)OC(=O)CC1=NC(=O)CS1
  A = 20.1; B = 15.3; C = 2.9; D = -1.2; E = 0.1; F = 3.3; G = 0.0; H = -4.2
> CCN(CC(=O)Nc1cccc(OC)c1)CC(=O)Nc1ccc(C)cc1Cl
  A = 9.7; B = -7.4; C = 0.3; D = 0.6; E = 6.3; F = -10.9; G = 4.9; H = -13.4
> O=C(Nc1ccc2c(c1)CCC2)c1cc2ccccc2o1
  A = -156.3; B = 22.9; C = 12.3; D = -0.3; E = -7.1; F = 17.9; G = 5.1; H = 3.4
> C/C(Cc1ccccc1)=N\NC(=O)CNC(=O)c1ccc(Cl)cc1
  A = -6.8; B = -13.3; C = 2.1; D = -3.8; E = -0.8; F = 2.7; G = 2.7; H = 7.2
> O=C(NCCCO)/C(=C\c1ccco1)NC(=O)c1ccco1
  A = 5.6; B = 15.0; C = 0.3; D = -2.9; E = -3.9; F = 5.9; G = -16.9; H = 2.2
> O=C(CCNc1ccc(Cc2ccncc2)cc1)c1cccc([N+](=O)[O-])c1
  A = -9.0; B = -1.5; C = 6.3; D = 3.1; E = 1.9; F = 11.3; G = 2.1; H = 0.9
> O=C(Nc1ccc(NC(=O)C2CC2)nc1)c1ccco1
  A = -24.3; B = -1.6; C = -16.3; D = -2.0; E = -0.2; F = -5.3; G = -0.1; H = -5.4
> Cc1cc(Nc2ccc(F)cc2C)n2ncnc2n1
  A = -12.8; B = -52.0; C = 5.0; D = -3.6; E = -0.2; F = -0.9; G = -5.8; H = 4.7
> C=CCc1cccc(/C=N/NC(=O)CCCNc2ccc(C)cc2)c1O
  A = -5.7; B = ·; C = -17.4; D = ·; E = ·; F = -8.4; G = -9.7; H = -12.8
> CCOC(=O)Cc1csc(NC(=O)Nc2cccc(OC)c2)n1
  A = -5.7; B = 12.1; C = 4.5; D = 1.1; E = 3.8; F = -3.5; G = -12.1; H = -10.8
> c1ccc(COC(CN2CCCCCC2)CN2CCCCCC2)cc1
  A = 14.3; B = -0.9; C = 9.5; D = -8.1; E = 16.3; F = -7.2; G = 3.1; H = -8.0
> CNS(=O)(=O)c1cccc(C(=O)Nc2cccc(Cl)c2)c1
  A = -26.1; B = -8.9; C = 12.6; D = -1.5; E = 5.2; F = 6.1; G = -1.8; H = -7.9
> CCCc1cc(C(N)=O)c(NC(=O)C2CCCO2)s1 (stereo unspecified)
  A = 1.9; B = 1.3; C = 9.3; D = -1.7; E = 14.9; F = -7.7; G = 0.1; H = -7.2
> Oc1nc(-c2ccc(Cl)cc2)n2ccncc12
  A = -10.6; B = -1.8; C = -11.7; D = -1.2; E = -33.6; F = -4.9; G = -2.5; H = 3.8
> CC(=O)C1=C(C)OC(N)=C(C#N)C1c1cc([N+](=O)[O-])ccc1Cl (stereo unspecified)
  A = 5.0; B = -11.8; C = 2.9; D = 2.8; E = -5.1; F = -19.2; G = -1.6; H = 4.8
> O=C(Oc1ccccc1)N1CCN(c2ccccc2F)CC1
  A = -8.2; B = -8.9; C = 19.7; D = -2.5; E = -4.2; F = 12.8; G = 2.7; H = 5.5
> O=C(NC1CCc2ccccc21)C1CCN(S(=O)(=O)c2ccc(Cl)cc2)CC1 (stereo unspecified)
  A = 4.1; B = -9.9; C = 8.2; D = 0.7; E = 5.9; F = 23.3; G = -0.9; H = 46.1*
> CCCCCCOc1ccc(/C(N)=N/O)cc1
  A = 11.1; B = -8.0; C = -7.8; D = -1.6; E = 5.4; F = -18.1; G = -8.0; H = 3.5
> CN1CCN(C(=O)/C=C/c2ccccc2)CC1
  A = 4.5; B = 12.3; C = -0.9; D = -0.2; E = 4.1; F = 44.8*; G = 4.1; H = -1.5
> N#Cc1nc(-c2ccccc2Cl)oc1N1CCN(C(=O)c2ccco2)CC1
  A = 15.5; B = 12.9; C = 12.8; D = -1.4; E = 11.4; F = -4.7; G = -4.8; H = 0.3
> O=C(COc1ccccc1)Nc1ccc2c(c1)C(=O)N(CC1CCCO1)C2=O (stereo unspecified)
  A = 14.5; B = -4.3; C = 6.2; D = -3.8; E = 16.1; F = 45.0*; G = -3.2; H = 6.5
> Cc1ccc(C)c(S(=O)(=O)N2CCCOC2CNC(=O)C(=O)NCCN2CCOCC2)c1 (stereo unspecified)
  A = -3.5; B = 10.5; C = -6.4; D = -4.3; E = -1.5; F = -1.7; G = 2.1; H = 3.3
> Cc1cccc(-n2nnc(C(=O)Nc3ccc(F)cc3)c2N)c1
  A = -122.5; B = 3.5; C = 6.4; D = -1.0; E = 6.0; F = 7.2; G = 0.0; H = 3.5
> O=C(CS(=O)(=O)c1cn(Cc2cccc(F)c2)c2ccccc12)N1CCOCC1
  A = 4.2; B = -8.1; C = 7.0; D = -5.1; E = 11.3; F = 9.6; G = 7.3; H = -21.7
> Cc1cccc(/C=N/NC(=O)c2ccc3c(c2)OCCO3)c1O
  A = ·; B = 8.7; C = ·; D = -1.0; E = -13.4; F = 7.6; G = 8.5; H = ·
> CCCCn1c(=O)[nH]c(=O)c2c1nc(-c1ccc(OCCC)c(OCC)c1)n2CCOC
  A = 7.5; B = -13.8; C = 14.4; D = 1.5; E = -3.5; F = 18.8; G = 5.7; H = 0.3
> Cc1ccc(NC(=O)O/N=C/c2ccc(Br)cc2)cc1
  A = 0.5; B = 2.9; C = -0.3; D = -0.9; E = 0.7; F = 7.4; G = -5.8; H = -0.6
> CCOc1ccccc1CN1CCN(C2CCC2)CC1CCO (stereo unspecified)
  A = 13.2; B = 15.3; C = 16.7; D = -3.3; E = 6.5; F = 10.9; G = 1.1; H = 2.3
> Cc1nc2nc(SCC(=O)N3CCOCC3)nn2c(C)c1Cc1ccccc1
  A = -1.6; B = 7.6; C = -5.2; D = 3.4; E = 1.1; F = -9.6; G = -3.6; H = -6.5
